Pin1 inh – blocks the human prolyl isomerase Pin1; Q13526; Pin1 FP peptide displacement, HiFluor488, 10 min; AID 504891; Potency, µM (series often up to 115 µM), without a hit: at the highest dose activity, negative = inhibition, usual class: inhibitors; 0.009% of 390,000 active; active = well fitted inhibition curve with a large enough effect in the polarisation, with a control signal flat, not every such curve was filed as active; inconclusive = small, poorly fitted or top-dose-only effect, or effect the other way, or a change in a side signal; inactive = no such curve, though single readings can be large or run the other way; the % refers to the polarisation; also: % is scaled to controls: 0 for no effect and ±100 for the full control effect
Target sequence (Q13526 whole entry, looked up): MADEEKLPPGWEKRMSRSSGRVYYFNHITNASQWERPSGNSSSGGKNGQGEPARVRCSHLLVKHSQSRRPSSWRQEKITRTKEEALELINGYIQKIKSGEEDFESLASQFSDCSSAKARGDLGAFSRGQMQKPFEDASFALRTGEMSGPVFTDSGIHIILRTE
HP1b binding inh – HP1-beta chromodomain-methylated histone interaction inhibition; P83916; AlphaScreen HP1-beta / biotin-H3K9me3 peptide binding; Potency, µM (series often up to 114 µM), for inactives: at the highest dose activity change, negative = inhibition, most hits filed as inhibitors; 0.56% of 390,000 active; AID 540317; also: nearly all actives have a fitted effect of over 70% in size; inactives centre near 23
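HP1-beta protein (50 nM final) preincubated 30 min at room temperature with biotinylated H3(1-18)K9me3 peptide (50 nM) in PBS pH 7.4, 0.01% Tween-20, then compound added for 30 min. AlphaScreen streptavidin donor/nickel chelate acceptor beads (10 ug/mL final), 30 min dark, luminescence read.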
JMJD2A Tudor inh – inhibitors of human JMJD2A Tudor domain. O75164. AlphaScreen JMJD2A-Tudor / H3K4me3 peptide binding. Potency, µM (series often up to 114 µM), for inactives: at the top dose activity change, negative = inhibition, usual class: inhibitors. 4.4% of 390,000 active; also: % is scaled to controls: 0 for no effect and ±100 for the full control effect; nearly all actives have a fitted effect of over 50% in size
PGK inhibitor – T. brucei PGK inhibition; P07378; 0.043% of 380,000 active; PGK/GAPDH coupled, Kinase-Glo luminescence, 60 min; Potency, µM (doses to about 57.5 µM), for inactives: top-dose activity change, negative = inhibition, actives largely listed as inhibitors; also: % is scaled to controls: 0 for no effect and ±100 for the full control effect; nearly all actives have a fitted effect of over 60% in size
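Recombinant glycosomal PGK reaction used 1,3-bisphosphoglycerate generated in-well by GAPDH (100nM final) in 100mM TEA pH 7.6, 5mM MgCl2, 0.01% Tween-20. After 60 minutes at room temperature, ATP was read by Kinase-Glo Plus luminescence end-point.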
RGS4 inhibitor – inhibitors of human regulator of G protein signaling 4 | P49798 | Transcreener GDP fluorescence polarization, RGS4-accelerated GTP hydrolysis | Potency, µM (titrated, usually from 114 µM), without a hit: at the top dose activity change, negative = inhibition, actives largely listed as inhibitors | 0.039% of 390,000 active | AID 504845; also: % is scaled to controls: 0 for no effect and ±100 for the full control effect; nearly all actives have a fitted effect of over 75% in size; some results filed as inactive show a strong effect at the top dose
Target sequence (P49798 whole entry, looked up): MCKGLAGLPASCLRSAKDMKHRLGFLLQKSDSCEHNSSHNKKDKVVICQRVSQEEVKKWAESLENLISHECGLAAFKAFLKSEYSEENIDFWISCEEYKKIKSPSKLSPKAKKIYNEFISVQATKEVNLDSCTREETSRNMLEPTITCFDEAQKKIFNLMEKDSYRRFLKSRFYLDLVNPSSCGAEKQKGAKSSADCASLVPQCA
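MLSMR compounds (23 nl, pin-transferred) preincubated 10 min at room temperature with a 500nM (2x) first reagent, then RGS4 at 900nM (2x) plus Transcreener GDP mix added; fluorescence polarization (620/688 nm) read before and after 90 min at 30 °C.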
12-LOX inh – blocks human arachidonate 12S-lipoxygenase; P18054; purified 12hLO, xylenol orange hydroperoxide absorbance; Potency, µM (titrated, usually from 108 µM), inactives show at the highest dose activity change, negative = inhibition, most hits filed as inhibitors; 1.1% of 580,000 active; AID 1671190; also: % is scaled to controls: 0 for no effect and ±100 for the full control effect
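Purified human 12hLO (150 nM final) in 25 mM Hepes, 0.01% Triton X-100, pH 7.0 was preincubated 15 min at room temperature with compound. Then 40 uM arachidonic acid was added, 30 min. Hydroperoxide was read by Fe-XO absorbance ratio 573/405 nm.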
rTrxR1 inhibitor – rat TrxR1 inhibition. O89049. recombinant rTrxR1, NADPH fluorescence consumption, selenite substrate. Potency, µM (highest dose often 114 µM), for the others: top-dose activity change, negative = inhibition, usual class: inhibitors. 1% of 390,000 active. AID 588453; also: % is scaled to controls: 0 for no effect and ±100 for the full control effect; nearly all actives have a fitted effect of over 65% in size
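Rat TrxR1 (90 nM in the dispensed reagent) was pre-reduced with 400 uM NADPH for 5 min at room temperature, then incubated with compound for 15 min. After 400 uM selenite was added, NADPH fluorescence (Ex 340/Em 450 nm) was followed for 8 min.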
GLS inh – glutaminase GLS (human) inhibition; GLS enzymatic activity, qHTS titration; Potency, µM (top dose mostly 45.5 µM), for the others: at the highest dose activity change, negative = inhibition, actives largely listed as inhibitors; 0.21% of 410,000 active; also: % is scaled to controls: 0 for no effect and ±100 for the full control effect
Target sequence (O94925 whole entry, looked up): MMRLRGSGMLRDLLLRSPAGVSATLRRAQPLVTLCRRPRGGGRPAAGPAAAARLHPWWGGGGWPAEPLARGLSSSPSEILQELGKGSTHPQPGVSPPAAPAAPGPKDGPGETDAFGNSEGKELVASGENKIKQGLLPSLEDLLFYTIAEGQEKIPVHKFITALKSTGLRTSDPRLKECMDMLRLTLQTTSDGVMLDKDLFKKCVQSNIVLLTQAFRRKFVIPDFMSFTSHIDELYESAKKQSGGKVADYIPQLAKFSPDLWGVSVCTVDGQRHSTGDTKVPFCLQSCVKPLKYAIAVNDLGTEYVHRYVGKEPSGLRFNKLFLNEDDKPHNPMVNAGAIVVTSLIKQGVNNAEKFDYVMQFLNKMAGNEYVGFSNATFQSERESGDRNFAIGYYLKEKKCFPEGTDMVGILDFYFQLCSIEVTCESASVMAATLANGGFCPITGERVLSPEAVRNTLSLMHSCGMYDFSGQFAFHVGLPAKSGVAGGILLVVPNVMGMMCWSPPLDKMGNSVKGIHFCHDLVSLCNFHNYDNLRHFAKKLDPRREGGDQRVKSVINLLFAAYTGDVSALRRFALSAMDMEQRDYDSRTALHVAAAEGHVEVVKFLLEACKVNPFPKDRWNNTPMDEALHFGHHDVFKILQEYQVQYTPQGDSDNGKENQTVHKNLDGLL
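Coupled fluorescence readout: glutamate oxidase/HRP/Amplex Red detect glutamate formed by hKGA from L-glutamine (1 mM solution added). Buffer 45 mM KH2PO4 pH 8.2, 0.02% Tween-20; reads at t0 and 30 min RT.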
ERG-DNA inh – inhibitors of human ERG Ets domain-DNA interaction | 0.028% of 370,000 active | Potency, µM (series often up to 76.9 µM), inactives show top-dose FP activity, negative = inhibition, most hits filed as inhibitors | AID 624246 | fluorescence polarization, His-ERG Ets domain / labelled DNA; active = well fitted inhibition curve with a large enough effect in the polarisation, with a control signal flat; inconclusive = small, poorly fitted or top-dose-only effect, or effect the other way, or a change in a side signal; inactive = no such curve, though single readings can be large or run the other way; the % refers to the polarisation;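 also: polarization taken with two DNA probes labelled with fluorescein and Texas red; % of control where 0% means no effect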
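His-tagged ERG Ets domain (1 uM in the protein solution; 300mM KCl, 50mM Tris-HCl, 1mM EDTA, 1mM DTT, pH 7.5) received compound, then a probe mix of 5 nM fluorescein-DNA and 100nM Texas-615-DNA. Fluorescence polarization was read for both dyes.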
* hit, by the source's call; i = inactive; ? = inconclusive; / = not tested or not shown; & = joins results of further samples; [ ] = remark or other dose. Unless noted, calls follow the shape of the dose curve; as a rule, active = well fitted curve in the direction sought with a large enough effect; inconclusive = small, poorly fitted or top-dose-only effect, or another doubt; inactive = no such curve, though single readings can be large; an effect the other way counts as inactive or inconclusive. Potency is read from the fitted curve at half-maximal effect.

SMILES | Pin1 inh | HP1b binding inh | JMJD2A Tudor inh | PGK inhibitor | RGS4 inhibitor | 12-LOX inh | rTrxR1 inhibitor | GLS inh | ERG-DNA inh
Cn1c2c(c(=O)n(C)c1=O)C(c1ccccc1[N+](=O)[O-])CC(=O)N2 (configuration not stated) | -1% | 22% | -2% | -3% | 5% | 0% | -3% | 5% | -2%
O=C(O)c1cc(N/N=C/c2ccc(N3CCOCC3)cc2)ccc1Cl | ? | 52%[activator] | -34% | -3% | -43% | -19% | -16% | 18% | 1%
Cc1nn(CCCC(=O)Nc2cc(Oc3ccccc3)cc([N+](=O)[O-])c2)c(C)c1[N+](=O)[O-] | 0% | -2% | ? | 0% | 29% | 8% | -4% | 9% | -8%
CC1=NN(c2cccc(Cl)c2)C(=O)C12CC(C)=C(C)CS2 (configuration not stated) | -2% | 110%[activator] | 79%[activator] | -2% | -21% | 38%[activator] | 22% | -9% | -4%
CCCc1cc(=O)[nH]c(SCC(=O)Nc2c(C)n(C)n(-c3ccccc3)c2=O)n1 | 6% | 10%[57 µM] | 7% | -4% | -1% | -53% | -4%[2.29 µM] | -1% | -3%
CCC(C(=O)NCC1CCCO1)n1nc(C)c2sc3ccccc3c2c1=O (configuration not stated) | 1% | 21% | -2% | -8% | -7% | 2% | 11% | -3% | -1%
CN(C)/C=C/C(=O)c1ccc(Oc2ccccc2)cc1 | 6% | 23% | -15% | -7% | -11% | 5µM* | 8% | 10% | 2%
Cc1cc(C(=O)Nc2cccc3ccccc23)c(C)o1 | 1% | -14% | -22% | -8% | -13% | 22% | -25% | -9% | 4%
Cc1ccc(C(=O)N2CCc3ccccc32)cc1C | -1% | 40%[activator] | 6% | 2% | 11% | -7% | 28%[2.29 µM] | 0% | 6%
OC1C(O)C(O)C(O)C(O)C1O (configuration not stated) | 1%&-11%&-8% | 29%&23%&17% | -4%&-14%&-16% | -1%&-3%&-10% | -23%&18%&18% | 2% | 9%&10%&17% | -12%&1%&2%&-5% | 16%&-2%&-7%
Cn1nc(-c2ccccc2)c(-c2nc(-c3ccc(Cl)cc3)no2)c1Cl | ? | 41% | 8% | i | -2% | -20% | -11% | 1% | 2%
COc1ccc(C(=O)NCc2ccccc2)cc1Br | -6% | 25% | 0% | -2% | 3% | -6% | 5% | -12% | -8%
COc1cccc(/C=C2\SC(=S)N(CCC(=O)N3CCCCC3)C2=O)c1 | -4% | 10% | -20% | -6% | -7% | 0% | 42%[activator] | -7% | -4%
CCc1ccccc1N1CN(Cc2cccnc2)CNC1=S | 1% | 31%[activator] | -6% | -5% | 4% | 0% | 27% | -1% | 9%
CSc1nc(N(C)NC(=O)c2ccccc2)c2ccccc2n1 | -2% | 22% | -8% | -3% | -12% | -29% | -12%[57.1 µM] | 1% | 0%
COc1ccccc1C(=O)O/N=C(\N)c1ccccc1Cl | -8% | 68%[activator] | 2% | -8% | 1% | 8% | 19% | -4% | -4%
CCN(CC(=O)Nc1c(F)cccc1F)C(=O)Cc1c(C)nc2ccccc2c1C | -2% | 38%[activator] | -10% | -6% | 24% | 384%[activator] | 9% | -1% | -3%
CCOc1ccc(-n2cc(C(=O)NC(C)C)c3cc(OC)c(OC)cc3c2=O)cc1 | -2% | -12% | 20µM* | 6% | -57%[56.9 µM] | 0% | 8% | 2% | 1%
CC(OC(=O)CC1CCCCC1)C(=O)Nc1ccc(S(N)(=O)=O)cc1 (configuration not stated) | -2% | -2% | -14% | -9% | -9% | -1% | 10% | 3% | -5%
C[C@@H]1COC(=O)[C@H](NC(=O)OCC2c3ccccc3-c3ccccc32)C/C=C\C[C@@H](CC(=O)N(CCO)Cc2ccccc2)C(=O)N1 | 7% | 38% | -29% | -12% | 12% | / | 28% | 7% | 15%
CN(CCCN1CCOCC1)C(=O)c1cc(COc2ccc(F)cc2F)on1 | -7% | 13% | -21% | -5% | -6%[56.9 µM] | -1% | -1% | 1% | 16%
CCOc1ccc(S(=O)(=O)NCCC(=O)NCC(c2ccccc2OC)N2CCCC2)cc1 (configuration not stated) | 5% | 10% | -12% | 2% | 22% | -3% | -17% | 9% | 11%
CCN(C(=O)CSc1nnnn1-c1ccccc1OC)C1CCS(=O)(=O)C1 (configuration not stated) | 0% | 12% | 0% | -9% | -8% | 0% | -10% | 2% | -5%
C=CCn1c(=NC(=O)c2ccc(S(=O)(=O)N3CCCC3)cc2)sc2cc(NC(C)=O)ccc21 | 3% | 27% | -11% | -5% | ? | -27% | -17% | 2% | 11%
C[C@H]1C=C(C(=O)NC2CC2)O[C@@H](OCc2ccc(CO)cc2)C1 | 1% | 19% | -16% | 2% | 3% | 0% | 18% | 7% | 7%
Next section
SMILES | Pin1 inh | HP1b binding inh | JMJD2A Tudor inh | PGK inhibitor | RGS4 inhibitor | 12-LOX inh | rTrxR1 inhibitor | GLS inh | ERG-DNA inh
Cn1c(/C(C#N)=C(\O)c2ccc([N+](=O)[O-])cc2)nc2ccccc21 | 0% | 27% | ? | i | -59%[56.9 µM] | 129%[activator] | 24% | 2% | 3%
CCOc1ncccc1C(=O)NCC1COc2ccccc2O1 (configuration not stated) | 6% | 38% | 12% | i | 7% | -24% | -4% | 6% | -15%
CCOc1ccc(NC(=O)CN(C)S(=O)(=O)c2ccc3c(c2)CCC(=O)N3)cc1 | -2% | 78%[activator] | -7% | 2% | -19%[56.9 µM] | -5% | 20% | -3% | 10%
O=c1c2ccccc2c(/C=N/c2n[nH]c(CCCO)n2)c(O)n1-c1ccccc1Cl | 10% | 12% | ? | -1% | 19% | -4% | 11% | 16% | 0%
COc1cc(NC(=O)Cn2nnc(-c3ccc(C(F)(F)F)cc3)n2)c(C(=O)O)cc1OC | -2% | 41%[activator] | -23% | 0% | 17% | ? | 7%[57.1 µM] | 5% | -2%
Cc1ccccc1-n1nc(CO)c(C(=O)NCc2cccs2)n1 | -1% | 19% | -3% | 0% | -32% | -15% | -8% | -7% | 1%
CC1CC(C)CN(c2ccc(NS(=O)(=O)c3ccccc3)cc2C(=O)O)C1 (configuration not stated) | 5% | 50%[activator] | 0% | 1% | 5% | -8% | 16% | 61%[activator] | -13%
Cn1c(SCc2cccc3ccccc23)nnc1-c1ccco1 | -1% | 13% | -8% | 5% | 0% | 3% | ? | 10% | 0%
CCOC(=O)N1CCN(C(=O)c2ccc3ccccc3c2)CC1 | 2% | 28% | 1% | 2% | 10% | -2% | 11% | 0% | 5%
COC(=O)C1=C(C)N(c2cccc(Cl)c2)C(=O)C1 | 0% | 31%[activator] | -9% | 3% | 13% | ? | ? | 13% | -1%
O=C(CCl)N=c1sccn1Cc1cccc2ccccc12 | -7% | 41%[activator] | 22% | -1% | -14% | -21% | ? | 3% | -11%
COc1ccc(NC(=O)CN2C(=O)NC(C)(C3CC3)C2=O)c(OC)c1 (configuration not stated) | -2% | 31% | -6% | -2% | 18% | 0% | 28% | 0% | 3%
O=C(C1CC1)N1N=C(c2ccncc2)CC1(O)C(F)(F)F (configuration not stated) | -2% | -3% | -4% | -12% | 5% | 18% | -8% | -10% | 2%
CCCn1c(SCC(=O)NC)nnc1C(C)C | 0% | 19% | -7% | -1% | 35% | -9% | 6% | 4% | -8%
COC(=O)c1cc2n3ccccc3c(C)c(-c3ccccc3)c-2c1C(=O)OC | ? | ? | ? | 5% | -4% | ? | -22% | -8% | -13%
c1ccc2c(c1)CC1(CCCCC1)n1nnnc1-2 | 12% | 46%[activator] | -2% | / | -15% | -2%[57.4 µM] | 8% | -6% | -6%
COc1ccc(Oc2ccc(C(F)(F)F)cc2NC(=O)CC(CC(=O)O)c2ccccc2)cc1 (configuration not stated) | 0% | 16% | -8% | -5% | 8% | ? | 19% | 1% | 6%
N#Cc1cccc(NC(=O)COC(=O)c2cccc(N3C(=O)c4ccccc4C3=O)c2)c1 | 16% | 15% | 18% | -8% | -19% | 18% | 17%[57.1 µM] | 13% | 0%
Fc1ccc(-c2cc(-c3ccccc3)c3c(n2)-c2ccccc2OC3)cc1 | 1% | 49%[activator] | 24% | -2% | 6% | -24% | 38%[activator] | 3% | -4%
O=C(Cn1ccc(NC(=O)OCc2ccccc2)nc1=O)NCc1ccc2[nH]ccc2c1 | 9% | 37% | -9% | i | -10% | -4% | 13%[57.1 µM] | -2% | 18%
CCc1ccc(NC(=O)C(=O)NCC2CCCN2S(=O)(=O)c2ccccc2)cc1 (configuration not stated) | 26% | 30% | -8% | i | -1% | 11% | 9% | -14% | -1%
N#CC1=C(N)n2c(s/c(=C\c3cccs3)c2=O)=C(C#N)C1c1cccs1 (configuration not stated) | ? | 20% | -19% | -13% | -45% | ? | ? | -7% | 19%
c1ccc(COn2nnc3ccccc32)c(COn2nnc3ccccc32)c1 | 7% | -16% | -28% | / | ? | -16% | 24% | -5% | /
COc1ccc2[nH]cc(S(=O)(=O)c3ccc(C)c(C)c3)c(=O)c2c1 | 0% | 24% | -9% | -6% | -6% | 1% | 6% | 4% | -3%

Single values from the list.
In 12-LOX inh, `CCOC(=O)N1CCN(C(=O)c2ccc3ccccc3c2)CC1` is entered as -2%
In Pin1 inh, `COc1ccc(Oc2ccc(C(F)(F)F)cc2NC(=O)CC(CC(=O)O)c2ccccc2)cc1` (configuration not stated) is entered as 0%

Bioassay records: PubChem, National Center for Advancing Translational Sciences (NCATS)

Some of the compounds tested; count on the stated rates, not on these rows.
